Pf growth 96h: P. falciparum growth inhibition at 96 hours. P. falciparum luciferase reporter growth, 96 h. Potency, µM (top dose mostly 28.7 µM), without a hit: at the top dose activity change, negative = inhibition, hits mostly inhibitors. AID 504834. hit rate 6.9% among 320,000; note: potency is the fitted concentration of half-maximal effect; % is set by controls: 0 for no effect and ±100 for the full control effect
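Plates of compound plus infected erythrocytes (2% hematocrit, 0.05% parasitemia final) incubate 96 hours, 37 C, 5% CO2. Detection reagent added; reduced luminescence from the parasites' luciferase reporter flags inhibition.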
AMA1 RON2 block: disrupts binding of P. falciparum AMA1 to RON2 | Potency, µM (top dose mostly 58.2 µM), for the others: top-dose activity change, negative = inhibition, usual class: inhibitors | AID 720542 | hit rate 0.2% among 360,000 | AlphaScreen AMA1-biotinylated RON2 peptide binding;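 note: potency is the fitted concentration of half-maximal effect; 0% = vehicle wells and -100% = peptide control; nearly all actives have a fitted effect of over 45% in size; some results filed as inactive show a strong effect at the top dose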
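AMA1 (3D7) with his tag at 25 nM final met compounds first, then biotinylated RON2 peptide at 25 nM; detection used donor plus acceptor beads, 10 µg/mL apiece, read by AlphaScreen after 30 min at room temperature.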
TbPYK inhibitor: inhibitors of Trypanosoma brucei pyruvate kinase | Potency, µM (highest dose often 76.8 µM), for inactives: top-dose activity, negative = inhibition, actives largely listed as inhibitors | hit rate 0.12% among 410,000 | TbPYK enzyme, Kinase-Glo Plus ATP luminescence, 45 min; note: potency is the fitted concentration of half-maximal effect; % is set by controls: 0 for no effect and ±100 for the full control effect; nearly all actives have a fitted effect of over 50% in size
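Glycolytic pyruvate kinase of T. brucei was incubated with substrate, test compound and 130 uM ADP for 45 minutes at room temperature. Luminescent Kinase-Glo Plus signal was measured after 10 minutes.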
CHX counter: counter-screen for Shiga toxin inhibitors: cycloheximide protein synthesis inhibition; hit rate 12% among 300,000; cell reporter, cycloheximide protein synthesis inhibition counterscreen; max response, %; in the data active = max response mostly above about 13%, no sharp cut-off; inactive = mostly below about 14%; note: read at 38.3 µM for the half of the compounds with a filed dose; 0% is about no effect
Pf growth 48h: P. falciparum growth inhibition at 48 hours (one generation) | Potency, µM (top dose mostly 28.7 µM), without a hit: at the top dose activity change, negative = inhibition, most hits filed as inhibitors | AID 504832 | hit rate 5.9% among 310,000 | P. falciparum luciferase growth in erythrocytes, 48 h; note: potency is the fitted concentration of half-maximal effect; % is set by controls: 0 for no effect and ±100 for the full control effect
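Compounds are pin-transferred into medium, infected erythrocytes (2% hematocrit, 0.1% parasitemia final) are added, and plates sit one parasite generation at 37 C in 5% CO2. Detection reagent is then added and luminescence measured.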
Shiga inhibitor: inhibitors of Shiga toxin in Vero cells; Vero cells, Shiga toxin protein synthesis inhibition reporter; inhibition, % at 38.7 µM; hit rate 9.2% among 290,000; AID 2315; in the data active = inhibition mostly above about 28%, no sharp cut-off; inactive = mostly below about 43%; note: 0% is about no effect
LmPK inhibitor: blocks Leishmania mexicana pyruvate kinase activity | Q27686 | hit rate 0.37% among 290,000 | purified LmPK, Kinase-Glo ATP luminescence, 1 h | AID 1721 | Potency, µM (titrated, usually from 57.5 µM), without a hit: top-dose activity change, negative = inhibition, hits mostly inhibitors; note: potency is the fitted concentration of half-maximal effect; % is set by controls: 0 for no effect and ±100 for the full control effect
Target sequence (Q27686 whole entry, looked up): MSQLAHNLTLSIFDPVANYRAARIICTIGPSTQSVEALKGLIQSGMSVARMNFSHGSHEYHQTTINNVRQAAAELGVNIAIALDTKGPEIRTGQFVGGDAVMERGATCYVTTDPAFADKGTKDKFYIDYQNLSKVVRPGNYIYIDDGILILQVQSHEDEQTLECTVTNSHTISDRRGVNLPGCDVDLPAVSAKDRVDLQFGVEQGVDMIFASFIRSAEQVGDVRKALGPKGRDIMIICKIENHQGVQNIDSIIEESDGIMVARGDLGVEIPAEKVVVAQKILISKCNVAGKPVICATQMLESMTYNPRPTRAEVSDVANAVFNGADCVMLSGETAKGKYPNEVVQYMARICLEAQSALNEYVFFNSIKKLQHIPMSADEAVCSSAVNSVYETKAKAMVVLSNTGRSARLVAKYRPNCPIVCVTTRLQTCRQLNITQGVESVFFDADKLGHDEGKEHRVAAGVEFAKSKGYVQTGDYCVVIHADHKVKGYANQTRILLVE
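Screened at intermediate enzyme activity to detect both inhibitors and activators: LmPK at 0.1 nM, with a 0.5 nM enzyme column as activation reference. PEP 0.5 mM, ADP 0.1 mM; ATP detected by luminescence after 1 h.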
Starred values were filed as active, the others as inactive; i = inactive; ? = inconclusive; / = no result given; + = active, no number; [ ] = dose if it differs, or a comment. Unless noted, calls come from the whole dose curve; as a rule, active = well fitted curve in the direction sought with a large enough effect; inconclusive = small, poorly fitted or top-dose-only effect, or another doubt; inactive = no such curve, though single readings can be large; an effect the other way counts as inactive or inconclusive.

SMILES	Pf growth 96h	AMA1 RON2 block	TbPYK inhibitor	CHX counter	Pf growth 48h	Shiga inhibitor	LmPK inhibitor
CCc1nc(NCCO)c(C#N)c2c1CCCC2	8%	-1%	1%	-5	2%	1	7%
CCOC(=O)CNc1nc(-c2ccncc2)nc2ccccc12	-6%	9%	-1%	-2	?	-8	-2%
CCn1cc(C(=O)O)c(=O)c2cc(F)c(N3CCN(C(=S)NC(=O)c4c(OC)cccc4OC)CC3)cc21	-2%	15%	-2%	-3	?	-17	3%
COc1cccc(-n2c(C)c(C(C)=O)c(C(C)=O)c2C)c1	?	22%	-3%	-2	4%	-15	2%
FC(F)(F)c1cccc(Cc2noc(CN3CCC(c4ccncc4)CC3)n2)c1	?	-7%	-5%	-2	?	-3	2%
c1cncc(Oc2cccc(Oc3cccnc3)c2)c1	-69%	2%	3%	1	?	48	-5%
O=C(CC(=O)N/N=C/c1ccccc1O)NCc1cccnc1	?	46%[activator]	2%	10	-21%	23	1%
CNC(=S)NCCCc1ccccc1	5.2µM*	-12%	-1%	6	-2%	16	2%
O=C(/C=C/N1CCOCC1)c1cc2ccccc2o1	48%[activator]	-9%	-7%	27*	91%[activator]	71*	-6%
Cc1ccc(C(=O)N/C(=C/c2ccc(-c3cccc([N+](=O)[O-])c3)o2)C(=O)NC(C)(C)C)cc1	67%[activator]	1%	-2%	-1	-4%	-9	3%
O=C(Nc1cccc(C(F)(F)F)c1)Oc1ccccc1N1CCOCC1	27%	-2%	-2%	-2	22%	11	0%
O=C(/C=C/c1ccc2c(c1)OCO2)Nc1c(C(=O)O)[nH]c2ccccc12	i	-22%	3%	50*	8%	55*	0%
CCN(CC)C(=O)C(C)N(C#N)c1nc(Cl)nc(N(C)C)n1 (centres undefined)	25%	4%	-3%	-3	-16%	-17	2%
Cc1cccc(N2CCN(C(=O)N3CCCCC3)CC2)c1C	81%[activator]	4%	-3%	2	18%	-20	1%
CCNC(=S)/N=C(/Nc1ccc(OC)cc1)Nc1nc(C)cc(C)n1	?	-7%	-26%	-2	?	-30	4%
CCOC(=O)c1c(C)[nH]c(C(=O)OCc2c(C)noc2C)c1C	?	3%	-11%	-3	?	18	0%
CC(C)(C)NC(=O)CSc1nc(-c2ccccc2)cc(=O)[nH]1	?	-9%	-3%	-2	-4%	-8	4%
CCN(C(=O)N(CC)c1ccccc1)c1ccccc1	48%[activator]	-1%	0%	/	27%	/	/
Cc1ccc(OCCOC(=O)CN2C(=O)NC3(CCCC3)C2=O)cc1	89%[activator]	0%	2%	/	0%	/	/
NC(CO)C(O)c1ccc([N+](=O)[O-])cc1 (centres undefined)	-7%	11%	-5%	0	1%	12	-2%
NC(=O)CSc1nc2cccnc2n1-c1ccc(F)cc1	?	-4%	-2%	-3	0%	-5	-1%
CCCCc1cc2c(s1)CCCC/C2=N/O	4%	12%	-12%	0	-16%	22	0%
COc1cccc(CNC(=O)C(C(=O)NCc2cccc(OC)c2)c2ncc(C(F)(F)F)cc2Cl)c1	?	-15%	-2%	1	-20%	-13	1%
COC(=O)c1c(NC(=O)CN2C(=O)NC3(CCCCC3C)C2=O)sc2c1CCC2 (centres undefined)	?	2%	0%	/	?	/	/
CS(=O)(=O)N(Cc1ccc(Cl)cc1)c1ccc(C(=O)NCCSc2ccccn2)cc1	37%[activator]	6%	2%	1	-16%	-4	0%

Another view of some results above.
Order of values – Pf growth 96h | AMA1 RON2 block | TbPYK inhibitor | CHX counter | Pf growth 48h | Shiga inhibitor | LmPK inhibitor
> NC(CO)C(O)c1ccc([N+](=O)[O-])cc1 (centres undefined)
    -7% | 11% | -5% | 0 | 1% | 12 | -2%
> NC(=O)CSc1nc2cccnc2n1-c1ccc(F)cc1
    ? | -4% | -2% | -3 | 0% | -5 | -1%
> CCCCc1cc2c(s1)CCCC/C2=N/O
    4% | 12% | -12% | 0 | -16% | 22 | 0%

(list continues)
SMILES	Pf growth 96h	AMA1 RON2 block	TbPYK inhibitor	CHX counter	Pf growth 48h	Shiga inhibitor	LmPK inhibitor
O=C(CNC(=O)Cc1ccc(Cl)cc1)NCC(=O)N1CCCCC1	?	-5%	2%	-3	4%	-3	0%
O=C(NC1CC(=O)N(c2ccccc2)C1)C(=O)c1c[nH]c2ccccc12 (centres undefined)	24%	13%	10%	/	-6%	/	/
C=CCOc1ccc(/C=N/N2C(=O)C(CC(=O)Nc3ccc(F)cc3F)SC2=NC)cc1 (centres undefined)	?	7%	-6%	21*	?	30*	0%
COc1ccc(C2CC(C(F)(F)F)n3nc(C(=O)O)cc3N2)cc1 (centres undefined)	63%[activator]	-5%	-10%	-1	33%[activator]	-7	-8%
COc1ccc(Cl)cc1NC(=O)c1sc2nc(C)nc(N3CCOCC3)c2c1C	?	5%	-10%	-1	-6%	4	9%
CCOc1ccc(C(=O)NCC(=O)OCc2ccc(F)cc2Cl)cc1	-10%	-3%	1%	-4	3%	-7	-2%
O=C(NC1CCCCC1)N(C1=NCCCCC1)c1ccc(Br)cc1	33%[activator]	-2%	28%	6	33%[activator]	17	-3%
CCOC(=O)c1ccc(CC(=O)c2ccc(O)cc2O)o1	/	-2%	-6%	11	-11%	19	11%
CC(CCc1ccco1)N(C)S(=O)(=O)c1csc(C(N)=O)c1 (centres undefined)	?	0%	-5%	0	?	4	1%
CC1CCC(NC(=O)c2nn(C)c3c2CS(=O)(=O)c2ccccc2-3)CC1 (centres undefined)	5%	0%	-2%	4	4%	7	-7%
CC(O)C(O)C(O)C(O)/C=N/NC(=O)c1ccccc1 (centres undefined)	?	76%[activator]	3%	38*	?	86*	4%
COc1ccc(NC(=S)NCCCN2CCCC2)cc1Cl	-10%	-1%	-21%	-1	4%	-6	-1%
CN(C)/C=C/C(=C\C(=O)C(F)(F)F)Nc1ccc(C(F)(F)F)cc1	0%	8%	4%	2	-11%	-18	0%
O=C1CC(c2ccco2)CC(O)=C1C=Nc1cc(Cl)ccc1Cl (centres undefined)	31%[activator]	-1%	8%	-1	1%	5	9%
COc1ccc(-c2nc3ncccc3o2)cc1NC(=O)c1ccco1	?	0%	6%	-5	70%[activator]	-7	-4%
O=C(CSc1nc(=O)n(Cc2ccccn2)c2c1CCC2)Nc1ccccc1	/	/	1%	-1	/	4	/
COc1ccc(NS(=O)(=O)c2cc3c4c(c2)C(C)C(=O)N4CCC3)cc1 (centres undefined)	7%	-7%	2%	6	-13%	-5	10%
Cc1ccc(C(=O)Nc2ncnc3sc4c(c23)CCCCC4)cc1	?	95%[activator]	1%	0	/	4	3%
COc1ccc2[nH]cc(CCNC(=O)c3ccc([N+](=O)[O-])cc3)c2c1	5%	-32%	-3%	-2	10%	-9	0%
CCOc1ccc(S(=O)(=O)NCCC(=O)NCc2ccccn2)cc1	28%	51%[activator]	-2%	/	53%[activator]	/	/
CCOC(=O)c1c(NC(=O)C2CCCO2)sc(C)c1C (centres undefined)	?	-19%	-2%	-2	37%[activator]	-10	-11%
S=C(Nc1cccnc1)N1CCCCC1	17%	0%	-9%	-1	3%	-16	4%
C/C(=N\Nc1nc2ccccc2[nH]1)c1ccc2c(c1)OCO2	?	12%	-8%	35*	?	65*	7%
CCCc1cc(Nc2ccc(C)cc2)n2ncnc2n1	0%	30%[activator]	3%	-2	-19%	27	-4%
COc1ccc(NC(=O)CN(C)C(=O)c2cc(S(=O)(=O)N3CCCCCC3)ccc2OC)cc1	0%	-6%	-2%	/	-16%	/	/
SMILES	Pf growth 96h	AMA1 RON2 block	TbPYK inhibitor	CHX counter	Pf growth 48h	Shiga inhibitor	LmPK inhibitor
COC(=O)C1=C(c2ccc(OC)c(OC)c2)C[C@@H]2CC[C@H]1N2C(=O)NCc1cc(C)oc1C(F)(F)F	?	-5%	0%	/	9.3µM*	/	/
CC(C)Oc1ccc(C(CC(=O)NCc2ccco2)c2ccccc2)cc1 (centres undefined)	15%	23%	1%	6	/	30	3%
CC(C)Cn1nc(-c2ccccc2)c2ccccc2c1=O	34%[activator]	-2%	-3%	-2	-18%	-2	0%
CC(NC(=O)CNC(=O)[C@@H]1Cc2ccccc2CN1)c1ccccc1 (some centres undefined)	23%	25%	-1%	-4	39%[activator]	1	8%
Cc1cccc(C(=O)Nc2ccc(CC(=O)O)cc2)c1	/	0%	2%	-6	-9%	19	-11%
COC(=O)C1CC(O)CN1C(=O)NC1CCCCC1 (centres undefined)	-33%	-5%	-3%	-2	26%	-6	0%
COCCCNC(=O)c1oc2ccc(S(=O)(=O)N(C)C3CCCCC3)cc2c1C	-12%	-13%	5%	-4	?	-21	4%
COc1ccc(CCNC(=O)COC(=O)/C=C/c2cccs2)cc1	35%[activator]	-9%	-20%	-3	-12%	-8	3%
O=C(c1ccco1)N1CCN(S(=O)(=O)c2ccc(Br)cc2)CC1	0%	0%	-3%	-3	-36%	-8	-2%
CN1CC(=O)N(C)c2nc(Br)n(C)c2C1=O	0%	-2%	-6%	4	14%	29	0%
CCn1cc(Br)c(C(=O)Nc2cccc(SC)c2)n1	9%	-2%	0%	32*	87%[activator]	+	0%
CCCCc1nc(SCC(=O)Nc2cccc(Cl)c2)n[nH]1	?	-1%	-5%	-2	9%	-27	-6%
COc1ccc(CN=C2NN=C(c3ccccc3)CS2)cc1	?	67%[activator]	-20%	48*	?	101*	1%[11.5 µM]
O=C(NC(C(=O)N/N=C/c1c2ccccc2cc2ccccc12)c1n[nH]c(=O)c2ccccc12)c1ccccc1 (centres undefined)	13µM*	-2%	2%	-4	12µM*	-5	-6%
CC(C)OCCCN(C)C1CCN(S(=O)(=O)c2ccc(-c3cc(C(F)(F)F)no3)s2)CC1	?	2%	-5%	-2	12µM*	-4	0%
COc1ccc(NC(=O)c2csc(C)c2)cc1OC	244%[activator]	7%	-1%	25*	12%	30*	-6%
N#Cc1ccc(NC(=O)COC(=O)CCc2ccc(S(=O)(=O)N3CCCCC3)cc2)cc1	11%	14%	-6%	-2	10%	-14	2%
CCOc1cc(/C=N/NC(N)=O)ccc1OC(=O)c1ccc(C)cc1	/	/	/	-5	-6%	-9	6%
CCOC(=O)c1[nH]c(=O)[nH]c1CSc1nc(C)cc(C)n1	/	5%	-11%	4	?	25	1%
O=c1oc2ccccc2c(Nc2ccc(O)cc2)c1[N+](=O)[O-]	?	-5%	-6%	1	105%[activator]	-8	-2%
Oc1ccc(O)c(Cc2nc3ccccc3[nH]2)c1	9%	61%[activator]	2%	17	?	22	-16%
CCN(CC(=O)N1CCCC1)S(=O)(=O)c1ccc(Br)cc1	0%	0%	-4%	-1	?	-6	0%
CCOc1cc(/C=N/NC(=O)c2cccnc2)ccc1OC(=O)c1ccco1	2%	10%	-7%	5	8%	-13	-1%

Four entries drawn at random from the list so far, as already listed:
SMILES	Pf growth 96h	AMA1 RON2 block	TbPYK inhibitor	CHX counter	Pf growth 48h	Shiga inhibitor	LmPK inhibitor
O=C(CSc1nc(=O)n(Cc2ccccn2)c2c1CCC2)Nc1ccccc1	/	/	1%	-1	/	4	/
CC(O)C(O)C(O)C(O)/C=N/NC(=O)c1ccccc1 (centres undefined)	?	76%[activator]	3%	38*	?	86*	4%
CCOC(=O)c1c(NC(=O)C2CCCO2)sc(C)c1C (centres undefined)	?	-19%	-2%	-2	37%[activator]	-10	-11%
CCCCc1nc(SCC(=O)Nc2cccc(Cl)c2)n[nH]1	?	-1%	-5%	-2	9%	-27	-6%
